Screening data: PubChem BioAssay, The Scripps Research Institute Molecular Screening Center
LYPLA1 counter = blocks human lysophospholipase 1, a PME1 counter-screen. hit rate 0.16% among 320,000. O75608. inhibition, % at 5.9 µM. AID 2174. recombinant LYPLA1, FP-Rh probe fluorescence polarization;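 active means inhibition above the mean of all tested compounds plus 3 SD, set per campaign, cut at about 14% in these data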;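 further: inhibitors block serine hydrolase probe labeling of LYPLA1 so polarization falls; 0% = enzyme with DMSO and 100% = wells lacking LYPLA1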
LYPLA2 inh = blocks human lysophospholipase 2, a PME1 counter-screen; O95372; recombinant LYPLA2, FP-Rh probe fluorescence polarization; inhibition, % at 5.9 µM; hit rate 0.38% among 320,000; AID 2177;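 active means inhibition above the screen-wide mean plus 3 SD, limit set per campaign, cut at about 26% in these data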;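 further: 0% = LYPLA2 with DMSO and 100% = wells lacking LYPLA2 enzyme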
Target sequence (O95372 whole entry, looked up): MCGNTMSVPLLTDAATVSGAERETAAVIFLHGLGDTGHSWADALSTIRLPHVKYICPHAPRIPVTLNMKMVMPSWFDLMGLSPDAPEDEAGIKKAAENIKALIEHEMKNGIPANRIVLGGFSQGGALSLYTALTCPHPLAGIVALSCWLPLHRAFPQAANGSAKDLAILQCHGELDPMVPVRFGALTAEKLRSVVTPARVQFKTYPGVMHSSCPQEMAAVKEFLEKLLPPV
PAFAH1B2 FP inh = blocks human PAF acetylhydrolase 1b catalytic subunit 2; inhibition, % at 3.39 µM; AID 492953; recombinant PAFAH1B2, FP-rhodamine activity probe, fluorescence polarization; hit rate 1.2% among 340,000;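 active means inhibition above the mean of all tested compounds plus 3 SD, cut at about 24% in these data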;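 further: 0% = enzyme with DMSO and 100% = wells lacking PAFAH1B2; many of its hits are not listed in these tables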
PME-1 inh = PME-1 (human) inhibition; Q9Y570; recombinant PME-1, FP-Rh probe fluorescence polarization; inhibition, % at 5.9 µM; hit rate 0.53% among 320,000; AID 2130;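 active means inhibition above the campaign mean of all compounds plus 3 SD, cut at about 26% in these data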;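 further: competitive labeling of PME-1 active site by serine hydrolase directed probe; 0% = PME-1 with DMSO and 100% = wells lacking PME-1 enzyme; inhibitors block probe labeling so polarization falls and inhibition rises; many of its hits are not listed in these tables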
pPAFAH inh = pPAFAH (human) enzyme inhibition; Q13093; recombinant pPAFAH, FP-rhodamine probe fluorescence polarization; inhibition, % at 3.39 µM; hit rate 1.5% among 330,000; AID 463082;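 active means inhibition above the mean inhibition across the screen plus 3 SD, cut at about 25% in these data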;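 further: inhibitors block binding of the rhodamine activity-based probe so polarization drops; 0% = enzyme with DMSO and 100% = wells lacking pPAFAH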
PREPL inhibitor = human PREPL enzyme inhibition; Q4J6C6; recombinant PREPL, fluorescence polarization activity-based probe; inhibition, % at 5.96 µM; hit rate 0.68% among 320,000; AID 2751; in the data active means inhibition above about 43%;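 further: 0% = enzyme with DMSO and 100% = wells lacking enzyme; many of its hits are not listed in these tables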
Target sequence (Q4J6C6 whole entry, looked up): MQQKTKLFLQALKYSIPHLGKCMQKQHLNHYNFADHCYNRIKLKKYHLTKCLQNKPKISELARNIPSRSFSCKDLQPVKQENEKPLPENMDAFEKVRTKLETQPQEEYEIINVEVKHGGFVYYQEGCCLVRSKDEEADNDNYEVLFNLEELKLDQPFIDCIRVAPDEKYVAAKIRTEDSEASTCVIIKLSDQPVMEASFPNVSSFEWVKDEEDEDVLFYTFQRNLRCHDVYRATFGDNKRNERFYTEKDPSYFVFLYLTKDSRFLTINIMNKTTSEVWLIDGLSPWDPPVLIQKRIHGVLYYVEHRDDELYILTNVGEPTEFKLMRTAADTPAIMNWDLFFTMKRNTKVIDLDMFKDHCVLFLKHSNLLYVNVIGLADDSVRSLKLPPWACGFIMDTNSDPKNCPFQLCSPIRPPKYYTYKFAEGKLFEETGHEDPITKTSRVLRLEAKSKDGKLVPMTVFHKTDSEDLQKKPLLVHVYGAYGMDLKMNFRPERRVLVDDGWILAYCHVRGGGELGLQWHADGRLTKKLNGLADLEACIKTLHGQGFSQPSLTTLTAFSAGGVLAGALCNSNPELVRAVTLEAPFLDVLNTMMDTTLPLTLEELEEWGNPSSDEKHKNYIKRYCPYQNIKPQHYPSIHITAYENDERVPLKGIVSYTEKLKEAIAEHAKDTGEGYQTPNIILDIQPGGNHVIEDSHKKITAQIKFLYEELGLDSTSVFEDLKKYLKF
PAFAH1B3 inh = inhibitors of human PAFAH1B3. Q15102. recombinant PAFAH1B3, FP-rhodamine probe, fluorescence polarization. inhibition, % at 3.39 µM. hit rate 0.28% among 340,000. AID 492972;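 active means inhibition above the screen-wide average of all tested compounds plus 3 SD, cut at about 25% in these data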;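 further: 0% = enzyme with DMSO only and 100% = wells lacking PAFAH1B3 protein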
PAD4 FP inh = inhibitors of human PAD4. Q9UM07. recombinant PAD4, RCA probe fluorescence polarization. inhibition, % at 6.36 µM. hit rate 0.41% among 330,000. AID 485272;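 active means percent inhibition above a cutoff equal to the mean of all tested compounds plus 3 SD, cut at about 15% in these data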;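 further: 0% = PAD4 with RCA probe and DMSO and 100% = probe without PAD4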
GSTO1 inh = GSTO1 inhibition, counter-screen for RBBP9 inhibitors. recombinant GSTO1, activity-based probe fluorescence polarization. inhibition, % at 5.96 µM. hit rate 1.1% among 300,000;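 active means inhibition above the campaign mean inhibition plus 3 SD, cut at about 35% in these data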;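 further: 0% = GSTO1-1 with DMSO and 100% = wells lacking GSTO1-1 enzyme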
Starred values were filed as active, the others as inactive; nt = no result given.

SMILES	LYPLA1 counter	LYPLA2 inh	PAFAH1B2 FP inh	PME-1 inh	pPAFAH inh	PREPL inhibitor	PAFAH1B3 inh	PAD4 FP inh	GSTO1 inh
CCc1nc2ccccc2c(C(=O)NCc2ccc(OC)cc2)c1C	-1	5	2	0	-1	8	-1	3	3
COC(=O)Cc1c(C)nc2nc(NCc3ccccc3OC)[nH]n2c1=O	0	-3	1	-5	-1	-4	2	3	-1
CCC(=O)Nc1nc(=S)ss1	1	-3	-6	-1	11	0	3	1	-5
CCOC(=O)CC(NC(=O)Cn1nnc(-c2ccccc2F)n1)c1ccc(OC)cc1 (centres undefined)	-2	9	-1	0	-2	-7	6	3	10
O=C(CCC(=O)OCc1ccc([N+](=O)[O-])cc1Cl)Nc1ccccc1	2	6	-3	2	2	0	2	-1	4
CN(C)CCCNc1nc2sc3c(c2c(=O)n1CCc1ccccc1)CCCCC3	1	-4	7	7	4	68*	-1	8	3
CCOC(=O)CNC(=O)C12CC3CC(C1)CC(c1ccc(C)cc1)(C3)C2	1	0	4	2	12	-2	3	-5	4
COc1cc(/C=N/Nc2nn3cnnc3c3ccccc23)ccc1O	-4	-11	3	-25	15	27	8	-5	-10
N#Cc1nc(N2CCOCC2)nc(N2CCOCC2)n1	-2	0	-3	-3	1	-8	-4	9	-1
CC1CN=C2C(C(=O)Nc3ccccc3)=C(O)CC(c3ccccc3)N21 (centres undefined)	-4	1	-3	6	3	3	6	-1	-1
COCC(=O)N/N=C/c1c(C)[nH]n(-c2ccccc2)c1=O	-3	-3	nt	0	-3	-4	nt	-10	27
CC1(C)CC(NS(=O)(=O)OCC(Cl)(Cl)Cl)c2cc(C#N)ccc2O1 (centres undefined)	-5	-10	0	0	-9	2	4	4	-5
O=C1C2CCCN2C(=O)N1CCCN1CCN(c2cccc(Cl)c2)CC1 (centres undefined)	2	8	5	1	14	15	9	-2	0
O=C(Oc1ccc(C(=S)N2CCOCC2)cc1)c1ccccc1[N+](=O)[O-]	-2	13	1	-6	0	8	4	-2	11
O=C(CSc1nnc(C2CC2)n1-c1ccccc1)Nc1ccc(N2CCOCC2)cc1	-2	-6	1	-3	3	5	9	-6	3
CC(=O)N1CCN(C(=O)c2ccc(S(=O)(=O)Nc3ccccc3Cl)cc2)CC1	1	6	4	9	6	-9	6	-4	-2
Cc1cc(NC(=O)c2cccc(S(=O)(=O)N3CCC(C)CC3)c2)no1	4	-3	15	-2	-5	0	-3	-3	3
Nc1c(N(CCO)C(=O)/C=C/c2ccco2)c(=O)[nH]c(=O)n1Cc1ccccc1	1	-2	3	-2	-1	16	3	-1	1
CC(C)(OC(=O)c1ccc(C(F)(F)F)cc1)c1cc2ccccc2c(=O)o1	-2	-8	-3	-2	1	-6	2	-5	nt
CCCCSc1n[nH]c(N)n1	0	-1	-1	-4	2	1	7	0	6

Brought forward from above: 2 compounds; new compounds follow.
SMILES	LYPLA1 counter	LYPLA2 inh	PAFAH1B2 FP inh	PME-1 inh	pPAFAH inh	PREPL inhibitor	PAFAH1B3 inh	PAD4 FP inh	GSTO1 inh
CC(C)(OC(=O)c1ccc(C(F)(F)F)cc1)c1cc2ccccc2c(=O)o1	-2	-8	-3	-2	1	-6	2	-5	nt
CCCCSc1n[nH]c(N)n1	0	-1	-1	-4	2	1	7	0	6
O=C(O)CCc1ccc(-c2cccs2)n1-c1ccc(C(=O)O)cc1	-1	-1	7	-2	4	-11	2	-3	2
COC(=O)c1ccc(NC(=O)C2CC(=O)OC2c2ccccc2)cc1 (centres undefined)	-1	-1	4	-1	3	-2	-6	1	-5
NC(=O)c1cc(C(=O)c2ccccc2Cl)c[nH]1	-1	-4	0	-1	-2	-1	-2	-3	-14
CCn1cc(/C=N\NC(=O)Cc2ccc(Cl)cc2)cn1	-1	-10	5	-3	2	-2	2	1	5
Cc1ccc(C(=O)CSc2nc(C)cc(=O)[nH]2)cc1	2	-1	1	-1	1	-3	6	2	6
O=C(NCCCn1ccnc1)c1cc2ccccc2oc1=O	-1	-2	4	-2	-2	7	5	5	-1
C(=C\c1ccccc1)/CNn1cnnc1	0	-3	1	1	6	2	1	-9	2
O=C(CSC1=NCCS1)NCc1ccco1	-2	-14	-2	-1	-4	4	5	-3	-7
Cc1sc2c(c1C)C(=O)/C(=C\Nc1ccccn1)S(=O)(=O)N2C	1	-3	4	7	0	10	2	5	2
O=C(O)C1CSC2c3ccccc3C(=O)N12 (centres undefined)	1	0	5	-2	-1	-9	-2	-5	-7
Cc1ccc(S(=O)(=O)NCc2nc3ccccc3[nH]2)cc1	3	4	9	-3	4	0	-4	2	9
CSc1ncccc1C(=O)OCc1ccccc1Cl	-4	-4	-2	3	10	-3	1	2	-5
Cc1nc(SCC(=O)N2CCC(Cc3ccccc3)CC2)[nH]c(=O)c1C	3	5	5	2	4	2	7	-3	-2
O=C(CCSCc1ccccc1F)NCc1ccc(F)cc1	0	9	8	-4	6	4	4	6	10
CC(C)CNS(=O)(=O)c1ccc(CCC(=O)O)cc1	1	-2	-6	0	7	1	10	-3	8
O=C(CN(c1ccccc1Cl)S(=O)(=O)c1ccccc1)N/N=C/c1ccccc1C(=O)O	-3	-6	-1	0	-1	-30	-1	-2	4
Nc1sc(-c2ccccc2)n[n+]1Cc1cccc2cccnc12	-3	15	7	3	2	-3	13	2	-6
CCOc1ccc2nc(NC(=O)C3CCCN(S(=O)(=O)c4cccc5nonc45)C3)sc2c1 (centres undefined)	-14	-6	-3	4	1	-3	-4	-1	-10
Cc1occc1-c1nnc(SCc2nnc(-c3ccc(Cl)cc3)o2)n1C	1	6	10	2	8	6	0	-2	-1
O=c1c2ccccc2nc2n1CCC2O (centres undefined)	2	6	2	-10	-6	7	7	3	-3

Full records as entered above. Order of screens: LYPLA1 counter	LYPLA2 inh	PAFAH1B2 FP inh	PME-1 inh	pPAFAH inh	PREPL inhibitor	PAFAH1B3 inh	PAD4 FP inh	GSTO1 inh
O=c1c2ccccc2nc2n1CCC2O (centres undefined) across the screens: 2	6	2	-10	-6	7	7	3	-3
CCOc1ccc2nc(NC(=O)C3CCCN(S(=O)(=O)c4cccc5nonc45)C3)sc2c1 (centres undefined) across the screens: -14	-6	-3	4	1	-3	-4	-1	-10
Nc1sc(-c2ccccc2)n[n+]1Cc1cccc2cccnc12 across the screens: -3	15	7	3	2	-3	13	2	-6
O=C(CN(c1ccccc1Cl)S(=O)(=O)c1ccccc1)N/N=C/c1ccccc1C(=O)O across the screens: -3	-6	-1	0	-1	-30	-1	-2	4

Remaining list, next part:
SMILES	LYPLA1 counter	LYPLA2 inh	PAFAH1B2 FP inh	PME-1 inh	pPAFAH inh	PREPL inhibitor	PAFAH1B3 inh	PAD4 FP inh	GSTO1 inh
O=C(NCCCCCCNC(=O)C1CCCC1)C1CCCC1	4	7	7	1	3	2	4	-5	-1
Cc1ccc2oc(=O)c3cnn(CC(=O)NCCCOC(C)C)c3c2c1	-2	-6	-4	-4	-6	5	-7	-2	5
O=C(C(Cc1ccccc1)n1cccc1)N1CCN(c2cccc(Cl)c2)CC1 (centres undefined)	0	3	5	-1	6	-19	-1	-1	4
CC1(C(=O)Nc2ccc(S(=O)(=O)Nc3ncccn3)cc2)CCCC1	nt	nt	9	nt	5	11	15	-1	nt
CC(C)c1ccc(NC(=O)C2C3C=CC(CC3)C2C(=O)O)cc1 (centres undefined)	1	0	2	-2	4	8	6	3	2
Cn1c(C2=C(O)CN(c3ccc4c(c3)OCCO4)C2=N)nc2ccccc21	4	4	-4	4	3	15	6	-1	-1
COc1ccc(C2NC(=S)N(c3ccccc3)C(C)=C2C(=O)Nc2ccccc2)cc1 (centres undefined)	-2	-11	3	-2	3	9	4	-3	-5
O=C(NCCN1CCc2ccccc2C1)C1CCN(S(=O)(=O)N2CCCCC2)CC1	-1	8	-3	-1	0	0	6	-2	-1
COc1ccccc1/C=C\C=N\NC(=O)CCn1nnc2ccccc21	-4	0	2	2	4	-1	-3	-2	3
O=C(Nc1ccc2c(c1)OCCO2)C1CCN(c2ncccn2)CC1	-3	1	2	0	0	3	-3	-2	2
COc1ccc(CN2C(=O)C(Cc3ccccc3)Nc3ncnc(N4CCCCC4)c32)cc1 (centres undefined)	2	-1	9	-2	-2	1	6	0	4
N/C(=N\N=C\c1ccc(O)cc1)c1nonc1N	-1	0	9	-4	-2	-9	12	-4	6
Cc1cc(OCC(=O)NCCCN2CCOCC2)c2c(C)c(C)c(=O)oc2c1	4	4	-2	5	7	4	4	1	5
NC(=O)COC(=O)/C=C/c1ccc(S(=O)(=O)N2CCCCCC2)cc1	1	-3	6	-1	-1	11	-1	8	4
COc1ccc(OCCCC(=O)OC(C)C(=O)Nc2ccc(NC(C)=O)cc2)cc1 (centres undefined)	-2	1	5	-1	8	-7	10	1	5
COc1ccc(-c2nnc(SCc3c(C)noc3C)n2N)cc1OC	1	5	2	5	3	0	5	-2	6
CCC1C(=O)CC(c2ccccc2)NC1c1ccccc1 (centres undefined)	-2	-4	4	-1	14	-3	-4	-10	3
O=C(COC(=O)c1cccnc1Cl)c1ccc(OC(F)F)cc1	5	14	1	1	0	7	-2	8	7
COc1ccc(CN2C(=NC(=O)c3ccccc3)SC3CS(=O)(=O)CC32)cc1OC (centres undefined)	1	5	2	4	9	0	2	-4	3
Cc1cc(OC(C)C(=O)NNC(=O)Nc2ccc(F)cc2F)cc(C)c1Cl (centres undefined)	5	4	4	4	9	-2	1	-2	0
CC(=O)Oc1ccc(-c2nc3c(C)cccc3c(=O)o2)cc1	-2	-2	2	-8	-4	-1	5	0	-2

PREPL inhibitor, what is marked active above
| structure | PAFAH1B2 FP inh | PME-1 inh | pPAFAH inh | PREPL inhibitor | PAFAH1B3 inh | PAD4 FP inh |
| --- | --- | --- | --- | --- | --- | --- |
| CN(C)CCCNc1nc2sc3c(c2c(=O)n1CCc1ccccc1)CCCCC3 | 7 | 7 | 4 | 68* | -1 | 8 |

Not all compounds are listed. The share of hits here may be higher or lower than overall.
